VEEV TC-83 Vero: inhibitors of VEEV TC-83 cytopathic effect, confirmation, Vero cells (AID 588727); Vero cells, VEEV TC-83 cytopathic effect inhibition; higher % means a stronger effect; 350,000 tested, 0.13% active; inhibition, % at 20 µM, or IC50 in µM where a hit was titrated; in the data active = a potency from the dose series; inconclusive = inhibition mostly from about 14% at the one dose, without a potency; inactive = the rest, 99 in 100 with inhibition below about 12%; also: strong numbers were not always called active
PhoP GFP inhibition: Inhibition of PhoP regulon, Salmonella typhi GFP reporter cells, confirmation, 4 h (AID 1850) | 310,000 tested, 0.33% active | inhibition, % at 50 µM, or IC50 in µM where a hit was titrated | Salmonella Typhi PhoP-promoter GFP reporter, fluorescence, 4 h; higher % means a stronger effect; in the data active = a potency from the dose series; inconclusive = inhibition mostly from about 25% at the one dose, without a potency; inactive = the rest, 99 in 100 with inhibition below about 19%;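 also: 0% = induced wells with vehicle and 100% = uninduced wells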
influenza NS1A: H1N1 influenza NS1A inhibitors, functional cell based assay (AID 504329); inhibition, % at 12.5 µM; hits with a dose series show IC50 in µM; 340,000 tested, 0.3% active; NS1A functional cell-based assay, percent inhibition; higher % means a stronger effect; in the data active = a potency from the dose series; inconclusive = inhibition above about 27% without an active follow-up result; also: strong numbers were not always called active
tuberculosis growth: growth inhibition of non-replicating M. tuberculosis (AID 488890). Mycobacterium tuberculosis non-replicating, growth inhibition; higher % means a stronger effect. one-dose inhibition, % at 25 µM; IC50 in µM for titrated hits. 320,000 tested, 0.39% active; in the data active = a potency from the dose series; inconclusive = inhibition mostly from about 82% at the one dose, without a potency; inactive = the rest, 99 in 100 with inhibition below about 76%;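 also: plate controls were DMSO cells for no effect and high antibiotic wells for full effect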
H37Rv inhibition: M. tuberculosis growth inhibition, HTS (AID 449762); inhibition, % at 25 µM; hits with a dose series show IC50 in µM; 330,000 tested, 0.59% active; M. tuberculosis H37Rv growth inhibition, 7H9 media; higher % means a stronger effect; in the data active = a potency from the dose series; inconclusive = inhibition above about 70% without an active follow-up result;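 also: bacterial growth assessed after seven days of incubation; strong numbers were not always called active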
VEEV TC-83 Vero 10K pilot screen: further read-out of VEEV TC-83 Vero, marked with its call; inhibition, %; measured here: 10K pilot screen inhibition
* marks the source's active call; other numbers are inactive results; i = inactive; ? = inconclusive; . = no result given. Compounds as they come; overall some 1.6% were active at least once.

SMILES	VEEV TC-83 Vero	PhoP GFP inhibition	influenza NS1A	tuberculosis growth	H37Rv inhibition	others
COC(=O)c1ccccc1OC(=O)c1cc2ccccc2oc1=O	1.3%	-15%	-9%	17%	11%
C[C@]12CCC3C(CC[C@@H]4CC(=O)CC[C@]34C)C1CC[C@@H]2O (stereo partly drawn)	2.5%	.	-2%	21%	-8%
Cc1cc(C(=O)CN2C(=O)NC(c3ccccc3)(c3ccccc3)C2=O)c(C)n1Cc1ccco1	2.2%	3%	8%	38%	53%
Cc1ccc(C)c(NC(=O)CCC(=O)N/N=C/c2ccc[nH]2)c1	i	0%	2%	50%	2%
CCOC(=O)C1=C(C)N(C)C(=O)NC1c1c(OC)ccc2ccccc12 (stereo not drawn)	2.5%	-5%	-5%	21%	1%
O=[N+]([O-])c1cccc(COc2ccccc2CN2CCOCC2)c1	i	.	-4%	.	.
CCc1n[nH]c2c1/C(=N\O)CC(C)(C)C2	0.6%	-14%	-6%	2%	1%
CCCCCn1c(=O)c(C(=O)OCC)c(Cl)c2ccccc21	i	0%	0%	26%	4%
COc1ccccc1C(CNC(=O)CNC(=O)c1ccccc1Cl)N1CCCC1 (stereo not drawn)	2.2%	.	-2%	1%	-12%
CC(C)(C)c1nc(NCCO)c2nnn(Cc3ccccc3)c2n1	1.9%	4%	-7%	10%	9%
O=C(Nc1ccc(Cl)c(Cl)c1)N1CC=CCC1	4.4%	9%	1%	73%	1%
Cc1cc(C)cc(NC(=O)C2CCCN(c3nccc(C)n3)C2)c1 (stereo not drawn)	0.5%	-7%	24%	25%	1%
Cc1ccccc1N1CCN(C(=O)c2ccccc2NC(=O)/C=C\C(=O)O)CC1	i	-7%	0%	-1%	7%
NC(=O)c1ccccc1NC(=O)C(c1ccccc1)c1ccccc1	3.9%	0%	13%	5%	2%
CC(C)Sc1nc(N2CCCC2)c2c(c1C#N)CC(C)(C)OC2	i	-2%	22%	7%	10%
Nc1ccccc1SC/C=C/CSc1ccccc1N	1.4%	6%	1%	71%	-1%
O=C(O)CCN=Cc1c(O)c2ccccc2oc1=O	7.7%	1%	3%	65%	0%
COc1ccc(NC(=O)CSc2[nH]c(=O)cc(C)c2C#N)cc1OC	i	9%	-10%	3%	-4%
O=C(NCc1ccccc1)c1onc(CSc2ccc(Cl)cc2)c1C(=O)NCC1CC1	3.6%	-7%	-8%	-2%	1%
O=C(NCCc1ccccc1)C(=O)NCC1OCCCN1S(=O)(=O)c1cc(F)ccc1F (stereo not drawn)	1.4%	-3%	10%	10%	-18%
CCOC(=O)C1=C(CSc2nc(-c3ccncc3)ccc2C#N)OC(N)=C(C#N)C1c1ccc(OC)cc1 (stereo not drawn)	4.2%	-2%	-6%	6%	4%
COc1cc(C2/C(=C(\O)c3ccc4c(c3)OCCO4)C(=O)C(=O)N2Cc2ccccc2)ccc1O (stereo not drawn)	0.6%	-13%	4%	29%	2%
Cc1cccc(C(=O)OCC(=O)Nc2c(C)nn(-c3ccccc3)c2C)c1O	9.5%	-2%	-6%	2%	1%
COc1cc2c(cc1OC)C(c1c(Cl)cccc1Cl)NC(=O)C2 (stereo not drawn)	0.7%	-5%	1%	0%	-4%
CCC(=O)NCCc1nc2ccccc2n1Cc1ccccc1	1.8%	-5%	0%	-2%	-4%
CCOc1cc2oc(=O)c3c(c2cc1Cl)CCC3	0.8%	-16%	-2%	0%	8%
O=S(=O)(NCCc1csc(-c2cccnc2)n1)c1ccc2c(c1)OCCO2	0.4%	1%	6%	-9%	-3%	VEEV TC-83 Vero 10K pilot screen=1.6
Cc1cc(NC(=O)C2CCN(S(=O)(=O)Cc3ccccc3)CC2)ccc1-n1cnnn1	1.0%	-11%	7%	5%	-5%
CC(=O)NC(=S)Nc1ccc(NC(=O)c2cccnc2)cc1	0.5%	3%	10%	11%	-7%
Cc1cccc(-n2c(-c3ccncc3)n[nH]c2=S)c1C	0.3%	-9%	-6%	13%	-6%
Cc1ccc(N(CC(=O)NCc2ccc3c(c2)OCO3)S(=O)(=O)c2c(C)noc2C)cc1	6.0%	0%	9%	-15%	-4%
O=C(CN1CCCCC1)Nc1nc(-c2ccc(F)c(F)c2)cs1	8.5%	-15%	6%	78%	?
COc1ccc(CN(CC(=O)NCC2CCCO2)C(=O)CNS(=O)(=O)c2ccccc2)cc1 (stereo not drawn)	0.1%	6%	-8%	-11%	-7%
COc1ccc(N2C(=O)CC(Sc3nc4c(cc3C#N)CCC4)C2=O)cc1 (stereo not drawn)	0.9%	9%	-8%	42%	2%
Cc1ccc(N2C(=O)C3C4C=CC(CNC(=S)N5CCN(c6cccc(C)c6)C(C)C5)(O4)C3C2=O)cc1 (stereo not drawn)	i	10%	-7%	4%	-6%
O=C(Nc1ccc2c(c1)C(=O)OC2)c1ccc(Cl)cc1	2.9%	9%	-4%	-9%	-3%
N#CC1=C(N)OC2=C(C(=O)CCC2)C1CCc1ccccc1 (stereo not drawn)	0.6%	6%	4%	-8%	-5%
CC(C)CCNC(=O)C(c1cccnc1)N(Cc1ccccc1)C(=O)Cn1nnc2ccccc21 (stereo not drawn)	i	15%	-3%	25%	-1%
O=C(Oc1cccnc1)c1ccco1	i	10%	-3%	-2%	-6%	VEEV TC-83 Vero 10K pilot screen=0.5
Cc1c(N2C(=O)/C(=C/C3CC=CCC3)SC2=S)c(=O)n(-c2ccccc2)n1C (stereo not drawn)	4.8%	-3%	.	-14%	9%

The last three compounds of the section before lead into the next.
SMILES	VEEV TC-83 Vero	PhoP GFP inhibition	influenza NS1A	tuberculosis growth	H37Rv inhibition	others
CC(C)CCNC(=O)C(c1cccnc1)N(Cc1ccccc1)C(=O)Cn1nnc2ccccc21 (stereo not drawn)	i	15%	-3%	25%	-1%
O=C(Oc1cccnc1)c1ccco1	i	10%	-3%	-2%	-6%	VEEV TC-83 Vero 10K pilot screen=0.5
Cc1c(N2C(=O)/C(=C/C3CC=CCC3)SC2=S)c(=O)n(-c2ccccc2)n1C (stereo not drawn)	4.8%	-3%	.	-14%	9%
COC(=O)c1sccc1NS(=O)(=O)c1ccccc1[N+](=O)[O-]	i	.	-2%	.	.
CC(=O)OC1CCC2(C)C3CCC4(C)C(OC(C)=O)CCC4C3C(C)C2(O)C1 (stereo not drawn)	0.4%	.	2%	.	.
CC(C)(C)CC(=O)Nc1nnc(-c2cccs2)s1	1.0%	4%	12%	-9%	-8%
COc1ccc(COCCN2CCN(S(=O)(=O)c3ccc(C)cc3)CCC2=O)cc1	.	4%	.	14%	-5%
Oc1ccc(Br)cc1CN1CCN(c2ccccc2)CC1	i	-5%	1%	39%	-7%
CCOC(=O)C1CCN(C(=O)c2n[nH]c(=O)c3ccccc23)CC1	i	6%	5%	-6%	-2%
COc1ccccc1C(=O)NC(CCSC)C(=O)NCC(c1ccccc1OC)N1CCCC1 (stereo not drawn)	0.7%	1%	-6%	-10%	0%
CCCC1(c2ccccc2)NC(=O)N(CC(=O)Nc2ccc(N3CCOCC3)cc2)C1=O (stereo not drawn)	3.4%	.	-4%	5%	-4%
O=C(Nc1ccc2oc(=O)ccc2c1)c1ccco1	5.7%	2%	0%	-7%	-12%
O=C(CN1CCN(c2ccccc2F)CC1)NCc1ccc(Cl)cc1	i	9%	-5%	62%	11%
Cc1ccc(C(c2nnnn2C2CCCC2)N2c3ccccc3CC2C)cc1 (stereo not drawn)	i	3%	3%	?	6%
N#CCCSCc1ccc(OCC(=O)O)cc1	3.9%	1%	-4%	-4%	-2%
N#Cc1ccc(-c2nc3cc(Cl)ccc3c(=O)n2O)cc1	8.2%	-13%	-8%	?	?
C/C(=N\NC(=O)CN1CCN(Cc2ccccc2)CC1)c1cccs1	0.3%	-3%	0%	4%	-7%
O=C(COC(=O)C12CC3CC(CC(C3)C1)C2)Nc1ccccc1F	0.1%	1%	-9%	41%	-6%	VEEV TC-83 Vero 10K pilot screen=0.3
CC(=O)Nc1ccc(-c2cc3ccccc3o2)cc1	i	-12%	5%	42%	8%
COCCSc1nnc(NC(=O)c2cc(C(=O)OC)cc([N+](=O)[O-])c2)s1	1.7%	0%	9%	?	-2%
COc1ccc(NC(=O)c2ccc(CNc3c(N4CCCC4)c(=O)c3=O)cc2)cc1Cl	i	-6%	11%	-2%	-11%
COCCNC(=O)C(c1ccc(C)cc1)N(C(=O)CCC(=O)Nc1ccccn1)c1cccc(C)c1 (stereo not drawn)	i	12%	-7%	7%	7%
CCCC(=O)C1=C(O)C(C(=O)OC)C(C)(C)CC1=Nc1ccc(OC)cc1 (stereo not drawn)	3.8%	5%	1%	16%	7%
CCCOc1ccc(/C=C2\SC(=S)N(CC3CCCO3)C2=O)cc1 (stereo not drawn)	0.7%	-3%	9%	4%	8%
CC(=O)c1ccc(Nc2nc3ccccc3nc2NS(=O)(=O)c2cccs2)cc1	11%	-4%	-3%	27%	7%
COc1ccc(C(C)C)cc1S(=O)(=O)n1cnc(C)c1	i	0%	-6%	1%	-1%
O=C(N1CCOCC1)C1(c2ccccc2)CCCCC1	1.2%	0%	3%	-7%	11%
ClC1CCCCC1n1nnc2ccccc21 (stereo not drawn)	1.4%	8%	-2%	14%	-5%
COC(=O)c1ccc(-c2ccc(/C=N/N3C(=O)C4C5C=CC(CC5)C4C3=O)o2)cc1 (stereo not drawn)	1.6%	-7%	-3%	72%	11%
Cc1ccc(S(=O)(=O)CCc2nnc(NC(=O)C3CCCCC3)s2)cc1	0.3%	13%	-7%	-8%	4%
COc1ccc(C(=O)OCC(=O)c2c(N)n(C)c(=O)n(C)c2=O)c(OC)c1OC	7.1%	.	-11%	-11%	-10%
CCOC(=O)c1ccc(NS(=O)(=O)c2ccc3c(c2)n(C)c(=O)n3C)cc1	1.0%	5%	-18%	1%	10%
CCn1cc(Br)c(C(=O)NCc2ccco2)n1	i	-9%	8%	-3%	1%
Cc1ccc(S(=O)(=O)N2CCN(C(=O)COc3ccc(NC(=O)c4ccco4)cc3)CC2)cc1	0.1%	-2%	3%	17%	10%
CCOC(=O)c1nc(-c2ccccc2)oc1N(C)C	i	-2%	-6%	-11%	0%
CCOc1ccc(N2CC(C(=O)Nc3ccc(N4CCOCC4)cc3)CC2=O)cc1 (stereo not drawn)	5.6%	1%	5%	-5%	-6%
Cc1cc(OCCOCCN2CCCC2)ccc1C(C)C	1.2%	2%	-2%	21%	-12%
Cc1cc(C)nc(SCc2cccc(C(=O)O)c2)n1	1.2%	-6%	-7%	-3%	0%
O=C(COC(=O)/C=C/c1ccccc1)Nc1ccc(Cl)cn1	3.0%	-7%	-2%	21%	24%
CCn1c(SCC(=O)Nc2nc(C)cs2)nnc1-c1ccncc1	1.0%	5%	-6%	-12%	-5%
CC(C)Cc1nn2c(=O)cc(O)nc2s1	0.0%	1%	2%	9%	3%
CCN(C(=O)CSc1ncn[nH]1)c1c(N)n(Cc2ccccc2)c(=O)[nH]c1=O	0.4%	9%	10%	-10%	0%
CCCC(=O)N1CCN(c2nnc(-c3ccc(C)cc3)c3ccccc23)CC1	0.4%	-16%	-33%	?	?

Among those listed so far, these contain a thiophene ring, fused or not:
SMILES	VEEV TC-83 Vero	PhoP GFP inhibition	influenza NS1A	tuberculosis growth	H37Rv inhibition	others
COC(=O)c1sccc1NS(=O)(=O)c1ccccc1[N+](=O)[O-]	i	.	-2%	.	.
CC(C)(C)CC(=O)Nc1nnc(-c2cccs2)s1	1.0%	4%	12%	-9%	-8%
C/C(=N\NC(=O)CN1CCN(Cc2ccccc2)CC1)c1cccs1	0.3%	-3%	0%	4%	-7%
CC(=O)c1ccc(Nc2nc3ccccc3nc2NS(=O)(=O)c2cccs2)cc1	11%	-4%	-3%	27%	7%

Additional compounds:
SMILES	VEEV TC-83 Vero	PhoP GFP inhibition	influenza NS1A	tuberculosis growth	H37Rv inhibition	others
CCN(CC(=O)Nc1ccc(NC(C)=O)cc1)C(=O)c1ccc(N(C)S(=O)(=O)c2ccc(C)cc2)cc1	1.8%	.	-14%	.	.
COc1ccc(N2C(=O)CC(N(C)CCc3ccc(OC)c(OC)c3)C2=O)cc1 (stereo not drawn)	3.5%	8%	-23%	9%	-9%
CCOC(=O)C1CCN(c2ccc(Cl)nn2)CC1	1.0%	13%	6%	-3%	-5%
Cn1c(SCC(=O)NCCN2C(=O)CSC2=O)nc2ccccc2c1=O	0.6%	-8%	7%	-12%	-2%
